SRC1 inh = inhibits human SRC1 coactivator. Q15788. HEK293 GAL4-SRC1 luciferase reporter, luminescence. inhibition, % at 3.6 µM. 0.12% of 360,000 active;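 active = inhibition above the campaign mean plus 3 SD, with each screening campaign given its own cutoff, cut at about 60% in these data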;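 also: 0% = DMSO treated cells and 100% = gossypol at 36 µM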
NOD2-RIPK2 inh = inhibitors of human NOD2-RIPK2 interaction; CHO BLA complementation NOD2-RIPK2, CCF4 ratio; 0.38% of 360,000 active; inhibition, % at 4.98 µM; in the data active = inhibition above about 21%;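 also: 0% = vehicle only and 100% = reference blocker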
COUP-TFII inh = inhibitors of human COUP-TFII (NR2F2). HEK293T NGFI-A luciferase reporter, luminescence. P24468. AID 686940. inhibition, % at 8.6 µM. 0.7% of 370,000 active;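 active = inhibition above a per-plate cutoff, mean inhibition of test wells between control levels plus 3 SD, cut at about 38% in these data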;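 also: cells cotransfected with COUP-TFII expression vector driving the NGFI-A reporter; 0% = median of COUP-TF2 test wells and 100% = reporter-only cells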
NCOA2 inhibitor = inhibits human steroid receptor coactivator 2; Q15596; HEK293 GAL4-SRC2 luciferase reporter, luminescence; inhibition, % at 9 µM; 0.17% of 370,000 active; AID 651957;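 active = inhibition above the mean inhibition of all tested compounds plus 3 SD, set per campaign, cut at about 52% in these data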;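 also: 0% = DMSO treated cells and 100% = cells given Gossypol at 36 µM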
NR5A2 inv ag = inverse agonists of human LRH-1 (NR5A2). O00482. 0.13% of 360,000 active. inhibition, % at 3.6 µM. HEK293T StAR-luciferase reporter, LRH-1 transfected, 24 h;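 active = inhibition above the mean inhibition of all tested compounds plus 3 SD, cut at about 73% in these data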;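 also: 0% = DMSO wells and 100% = reporter-only cells lacking LRH-1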
Exocytosis inh = lytic granule exocytosis inhibition; TALL-104 LAMP-1 surface exposure, flow cytometry; cells stimulated with thapsigargin and PMA; inhibition, % at 10 µM; 0.66% of 360,000 active; AID 651702;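 active = inhibition above about 55%, limit read from the data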
TROY signal inh = blocks TROY-dependent signaling in reporter cells | Q293 LMP1-TROYcd NF-kB luciferase reporter, 4 h | inhibition, % at 10 µM | 0.98% of 360,000 active | AID 1347056;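 active = compounds whose plate-normalised and pattern-corrected inhibition of the luciferase reporter signal at the single screening dose is 50% or more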
NCOA3 inh = human NCOA3 inhibition. HEK293 GAL4-SRC3 luciferase reporter, luminescence. inhibition, % at 3.6 µM. AID 588352. 0.17% of 360,000 active;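 active = inhibition above a per-campaign cutoff, the mean of all compounds plus 3 SD, cut at about 60% in these data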;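 also: 0% = DMSO-treated cells and 100% = gossypol-treated cells at 36 µM; higher means less SRC3-driven luciferase light from the GAL4 reporter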
ABHD5 PLIN5 PPI = inhibitors of human ABHD5-perilipin-5 interaction. Split G. princeps luciferase complementation, luminescence, 4 h. Q00G26+Q8WTS1. 0.78% of 360,000 active. inhibition, % at 4 µM;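 active = inhibition above the mean inhibition across every tested compound plus 3 SD, cut at about 22% in these data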;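 also: 0% = DMSO only wells and the 100% control is not disclosed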
TLR9-MyD88 block = inhibitors of human TLR9-MyD88 binding; inhibition, % at 4.98 µM; Q9NR96+Q99836; 0.21% of 340,000 active; AID 504734; CHO BLA complementation TLR9-MyD88, CCF4 FRET ratio;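 active = inhibition above the mean over all tested compounds plus 3 SD, cut at about 21% in these data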;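 also: 0% = DMSO only wells and 100% = clavulanate BLA inhibitor control wells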
TWEAK-Fn14 inh = TWEAK-Fn14 signaling inhibition | TWEAK-stimulated Fn14 reporter cells, luciferase luminescence, 8 h | inhibition, % at 10 µM | 2% of 360,000 active | AID 1159606; in the data active = inhibition above about 50%
Numbers without * were called inactive; / = not tested or not shown.

Every second line gives: SRC1 inh	NOD2-RIPK2 inh	COUP-TFII inh	NCOA2 inhibitor	NR5A2 inv ag	Exocytosis inh	TROY signal inh	NCOA3 inh	ABHD5 PLIN5 PPI	TLR9-MyD88 block	TWEAK-Fn14 inh
CC(C)(C)c1ccc(COC(=O)CN2C(=O)NC3(CCCC3)C2=O)cc1
 : -17	9	6	4	20	10	10	-12	1	-7	12
CCCc1nc(SCC(=O)N2CCc3ccccc3C2)c2ccccc2n1
 : 0	-2	9	-17	-9	0	9	8	3	-1	34
COc1ccc(C/C(C)=N/NC(=S)Nc2ccc(Cl)cc2)cc1
 : -4	-11	5	-5	-21	-3	-23	12	-2	-6	-9
COc1ccc(-c2c(-c3cc(OC)cc(OC)c3)sc3ccc(OC)cc23)cc1
 : 2	-12	-1	-6	9	-3	-1	-11	-8	-9	-32
N#CC1=C(N)Oc2cc(N)ccc2C1c1cccc(Br)c1 (stereo not given)
 : 3	-2	13	-7	-5	72*	31	-1	-1	3	-4
Cc1ccccc1OCCSc1nnc(C)n1-c1ccccc1
 : -9	0	-5	-14	-40	0	-17	-24	7	0	-25
O=C(N/N=C/c1c[nH]c2ccccc12)c1ccccc1
 : -42	-12	-22	-28	-73	-18	-29	-56	0	0	-40
CCOC(=O)NNC(=O)C12CC3CC(CC(C3)C1)C2
 : -18	-17	-13	-10	18	1	17	7	5	0	4
Fc1ccc2nc(N3CCCC3)sc2c1
 : -103	1	-34	-35	-130	-19	-54	-80	0	15	-1
COc1ccc(C)cc1NC(=O)CN(C)S(=O)(=O)c1cnc[nH]1
 : 0	0	-19	-5	-11	1	-4	15	12	16	17
Cc1ccc(C)c(OCC(=O)N2CCc3ccccc3C2)c1
 : -2	-3	-3	-61	-21	-1	-38	-14	-2	-6	-15
C=CCNc1nc(N)c(C(=O)Nc2cc(C)on2)s1
 : -56	-8	-7	-29	-46	2	1	-47	-5	0	-4
CC(/C=N/n1c(-c2n[nH]c3c2CCC3)n[nH]c1=S)=C\c1ccco1
 : 5	-11	11	19	11	-10	21	2	-12	2	-15
Cc1ccc(NC(=O)CN2C(=O)S/C(=C/c3ccc(-c4cc(C(=O)O)ccc4C)o3)C2=O)cc1C
 : -6	1	14	-7	9	7	39	-3	2	-6	-12
O=C(CCS(=O)(=O)c1ccccc1)N(CCCN1CCOCC1)c1nc2ccc(F)cc2s1
 : -93	14	-43	-69	-112	58*	13	-26	-3	-2	16
CCOC(=O)c1cccc(NC(=O)C2CCN(S(=O)(=O)c3cccs3)CC2)c1
 : 15	1	/	/	9	1	19	7	-4	-3	-10
COc1ccc(S(=O)(=O)Nc2cccc(-c3ccc(N4CCCCCC4)nn3)c2)c(OC)c1
 : -57	-6	-30	-56	-51	-5	43	-21	-6	-4	-4
O=C(Cn1nnc2c(cnn2-c2ccccc2)c1=O)NCc1cccs1
 : -23	-2	1	15	8	-2	-33	10	5	-2	-3
CC(=O)Nc1nc(CC(C)C)cc(-c2ccccc2)c1C#N
 : 1	-10	3	4	-4	4	13	14	6	1	2
CC(=O)Nc1ccc(NC(=S)NC(=O)c2ccc([N+](=O)[O-])cc2)cc1
 : 11	-27	13	-20	19	-3	16	17	-3	-9	1
CCCC(=O)N1CCC1(C)C(=O)Nc1ccc(-n2cncn2)cc1 (stereo not given)
 : -21	-2	16	6	1	-6	-5	2	6	/	-4
Cc1ccnc(N/C=C(\C#N)c2nc(-c3cccc(Br)c3)cs2)c1
 : -4	27*	-6	-4	-16	-1	-10	-2	-4	15	-2
COc1ccc(NC(=O)NCCCN2CCN(c3cc(C)ccc3C)CC2)cc1
 : 4	-7	16	2	-14	14	-1	12	1	-8	6
CCOc1ccccc1NC(=O)CN(C)S(=O)(=O)c1cnc[nH]1
 : 7	6	10	-42	-2	-2	2	-6	-4	1	-14
CCCC(=O)NC(c1ccccc1Cl)c1c(O)ccc2ccccc12 (stereo not given)
 : -45	0	12	-11	9	3	9	10	6	-13	15
COc1ccc(NS(=O)(=O)c2cccc(C(=O)NN=Cc3cc(Br)c(O)c(Br)c3)c2)cc1
 : -6	5	-10	-47	6	-2	-15	-15	1	3	-26
O=C(Nc1ccc2[nH]ncc2c1)C1CCC1
 : -6	13	-8	-23	-5	2	-15	11	6	-7	-5
O=c1c2sc3nc(N4CCOCC4)c4c(c3c2ncn1C(c1ccccc1)c1ccccc1)CCCC4
 : 11	-1	8	-12	17	5	7	5	3	2	16
CCN(C(=O)CSc1ccc2c(c1)OCCO2)C1CCS(=O)(=O)C1 (stereo not given)
 : -2	2	-15	-8	6	0	1	5	-1	-2	2
C[C@]12c3[nH]c4cc(-c5ccco5)ccc4c3CCN1C(=O)[C@@H](CC(=O)NCc1ccco1)C[C@@H]2C(=O)N1CCCCC1
 : -17	-1	13	8	-11	1	2	-20	16	1	19
COC(=O)c1cc(OC)nc(OC)c1
 : 0	1	2	-18	12	5	6	4	2	3	-24
CCCc1cc(=O)oc2c(C)c(OCC(=O)NC3CC(C)(C)NC(C)(C)C3)ccc12
 : 9	0	3	-14	45	5	-31	2	-4	-1	-8
COCC1CCN(C(=O)c2cc(COc3ccc(-n4cncn4)cc3)on2)CC1
 : -1	-10	-14	-14	6	2	7	-41	-4	-13	3
Cc1nc2cc(-c3cccc(F)c3)nn2c(C)c1CCC(=O)NC(C)CCc1ccco1 (stereo not given)
 : 12	-8	/	/	22	0	9	-4	11	13	67*
CC1CC(C)CN(CC(=O)NCCc2ccc(S(N)(=O)=O)cc2)C1 (stereo not given)
 : 18	-10	3	13	18	2	-1	0	1	3	-17
CCCCn1c(=O)[nH]c(=O)c2c1nc(-c1cccc(OC)c1)n2C
 : -10	-3	-8	2	4	-9	7	-7	-7	-4	-27
COc1ccc(-c2nnc(-c3cc(OC)c(OC)c(OC)c3)o2)cc1OC
 : 14	-3	-10	-8	-8	-1	12	13	-4	-2	-18
Cc1ccc(C(=O)NCC(=O)OC(C)C(=O)NCCC2=CCCCC2)cc1C (stereo not given)
 : -17	-4	6	-16	2	-2	-7	24	4	9	-8
CCc1nc2ccc(C(=O)N3CCN(C(=O)c4ccco4)CC3)cn2c1N(C)Cc1nccs1
 : 5	-11	15	-66	0	-3	-1	-5	0	/	0
CN(C(=O)COC(=O)c1ccc(-c2ccc(O)cc2)cc1)C1CCS(=O)(=O)C1 (stereo not given)
 : -11	-9	-16	-10	-9	-2	-5	1	-2	-5	-8
O=C(COC(=O)C1CCN(S(=O)(=O)c2cccc3cccnc23)CC1)c1ccc(F)cc1
 : -1	-5	2	-9	-14	1	11	6	-3	-12	-5
O=C1C2C3c4ccccc4C(c4ccccc43)C2C(=O)N1Cc1cccnc1 (stereo not given)
 : -4	-9	-6	18	-8	0	17	16	-5	-1	2
O=C(Nc1ccc2c(c1)CCCN2C(=O)c1ccco1)c1cc([N+](=O)[O-])ccc1Cl
 : -23	-3	-43	6	50	0	4	-64	2	-2	-25
CCN(CC(=O)NCc1ccc(Cl)cc1)C(=O)COc1cccc(C(F)(F)F)c1
 : -2	-15	8	-23	13	4	6	2	-3	-11	2
O=C(Nc1nc2c(Cl)cccc2s1)c1ccc([N+](=O)[O-])o1
 : -11	6	-11	7	48	-2	22	7	-2	3	14
CCN1C(=O)c2ccccc2S(=O)c2ccc(C(=O)N3CCCCCC3)cc21 (stereo not given)
 : 15	3	6	21	41	-5	-3	9	1	7	-8
O=C(c1ccc(F)cc1)c1ccc(-c2ccc(F)cc2)nc1
 : -25	-2	-23	-21	-7	1	-26	-54	2	5	35
COc1cc(C)c(CN2CCN(C(C)C(=O)NC(C)c3ccccc3)CC2)cc1OC (stereo not given)
 : -4	-32	-5	8	-12	-9	2	2	6	0	-1
NC(=O)/C(=C\c1ccncc1)c1cccc2ccccc12
 : -3	-1	16	16	-6	1	26	-10	4	-7	4
CCOc1ccc(NC(=O)c2cc3n(n2)C(C(F)(F)F)CC(c2ccco2)N3)cc1 (stereo not given)
 : 4	1	-16	-12	-1	-4	-16	2	-1	-2	7
CC1(C(=O)N2CCC(CC3CC(c4ccc(Cl)cc4)=NO3)(C(=O)NCC3CCCCC3)CC2)CC1 (stereo not given)
 : -3	6	19	-9	-11	-3	-2	8	2	-4	-10
CC(Sc1ncccn1)C(=O)NC1(C#N)CCCCC1 (stereo not given)
 : 3	-9	6	-1	15	0	8	-6	-9	1	0
COc1cc(NC(=O)Cn2c(=O)n(CC3CCCO3)c(=O)c3ccccc32)cc(OC)c1 (stereo not given)
 : -16	-6	10	-1	-4	1	3	11	-4	11	22
Cc1c(NC(=O)COC(=O)c2cccc(F)c2)c(=O)n(-c2ccccc2)n1C
 : 7	-7	-9	-5	9	-3	-1	8	2	3	14
CCN(C[C@H]1N[C@@](C)(C(=O)OC)[C@H]2C(=O)N(Cc3ccccc3)C(=O)[C@@H]12)C(=O)Nc1ccc(OC)cc1
 : -35	3	-6	-5	-26	-2	-32	7	0	-10	-10
COc1ccc(C2(C)NC(=O)N(CC(=O)c3ccc4c(c3)OCO4)C2=O)cc1 (stereo not given)
 : -24	-6	20	-16	1	1	-24	10	-3	3	0
COc1ccc(NC(=O)CN(C)C(=O)c2ccc3c(c2)S(=O)(=O)N=C2CCCCCN23)cc1
 : 3	-1	11	-21	-6	0	-4	15	5	-3	9
CC1=CC(C)(C)Nc2ccc(OC(=O)C(Cc3ccccc3)N3C(=O)C4CCCCC4C3=O)cc21 (stereo not given)
 : 4	-8	27	27	2	2	-17	0	47*	-1	1
COc1ccccc1-c1noc(CCC(=O)Nc2cccnc2)n1
 : -24	2	3	-53	-2	-4	0	-7	-1	3	-1
O=C(c1cccc(S(=O)(=O)N2CCOCC2)c1)N1CCN(C/C=C/c2ccccc2)CC1
 : 11	-9	-9	13	30	0	-3	-16	2	-2	13

Other records
Every second line gives: SRC1 inh	NOD2-RIPK2 inh	COUP-TFII inh	NCOA2 inhibitor	NR5A2 inv ag	Exocytosis inh	TROY signal inh	NCOA3 inh	ABHD5 PLIN5 PPI	TLR9-MyD88 block	TWEAK-Fn14 inh
CC(O)CNc1ccc(-c2n[nH]c(=O)c3ccccc23)cc1[N+](=O)[O-] (stereo not given)
 : -1	6	3	-13	-13	0	10	-9	6	-3	-8
CNC(=O)NC(=O)C(C)OC(=O)CCCSc1nc2ccccc2s1 (stereo not given)
 : 8	-6	21	16	9	9	31	2	-7	-9	55*
O=C(Nc1nn[nH]n1)c1ccc(S(=O)(=O)N2CCCCC2)cc1
 : 1	-19	10	15	-1	7	-23	6	4	-4	2
CCOc1ccccc1N1CCN(C(=O)c2cc3cc(OC)ccc3[nH]2)CC1
 : 7	6	/	/	7	1	1	4	-1	3	8
COc1ccc([C@@H]2[C@@H]3C(=O)N(C(C)(C)C)C(=O)[C@@H]3[C@]3(CC(C)C)C(=O)N(c4cccc(Br)c4)C(=O)N23)cc1
 : -42	5	12	-7	15	7	-7	8	11	5	-3
S=c1[nH]c(-c2ccccc2)cn1-c1ccccc1
 : -32	10	-22	-27	-34	-15	-55	-38	-4	8	31

Compound activity: PubChem BioAssay, several laboratories

This is a subset (hit frequency here may not be typical).
